Screening results: PubChem BioAssay, National Center for Advancing Translational Sciences (NCATS)
GLS inh = blocks human kidney-isoform glutaminase activity. 0.21% of 410,000 active. Potency, µM (top dose mostly 45.5 µM), inactives show top-dose activity change, negative = inhibition, hits mostly inhibitors. GLS enzymatic activity, qHTS titration; also: % is scaled to controls: 0 for no effect and ±100 for the full control effect
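Read-out is an Amplex red fluorescence increase coupled through glutamate oxidase and HRP, measured before and after 30 min room-temperature incubation. hKGA is in 45 mM KH2PO4 (pH 8.2) with 0.02% Tween-20; glutamine added as 1mM solution.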
JMJD2A Tudor inh = JMJD2A Tudor domain (human) inhibition | 4.4% of 390,000 active | AID 504339 | O75164 | Potency, µM (top dose mostly 114 µM), without a hit: top-dose activity change, negative = inhibition, usual class: inhibitors | AlphaScreen JMJD2A-Tudor / H3K4me3 peptide binding; also: % is scaled to controls: 0 for no effect and ±100 for the full control effect; nearly all actives have a fitted effect of over 50% in size
PGK inhibitor = inhibitors of T. brucei phosphoglycerate kinase; PGK/GAPDH coupled, Kinase-Glo luminescence, 60 min; P07378; Potency, µM (series often up to 57.5 µM), for inactives: at the top dose activity change, negative = inhibition, actives largely listed as inhibitors; 0.043% of 380,000 active; also: % is scaled to controls: 0 for no effect and ±100 for the full control effect; nearly all actives have a fitted effect of over 60% in size
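Luminescent ATP detection (Kinase-Glo Plus) follows a 60-minute room-temperature incubation, with wells lacking PGK as controls. Buffer: 100 mM TEA (pH 7.6), 5 mM MgCl2, 0.01% Tween-20. Coupling enzyme GAPDH (100 nM final) supplies unstable 1,3-BPG in-well.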
BLM inh = blocks DNA unwinding by human BLM helicase; P54132; recombinant BLM DNA unwinding, fluorescence dequenching; Potency, µM (highest dose often 56.1 µM), for inactives: at the top dose activity change, negative = inhibition, most hits filed as inhibitors; 0.2% of 350,000 active; AID 2528;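 also: plate controls were vehicle for no effect and no enzyme for full effect; nearly all actives have a fitted effect of over 35% in size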
HP1b binding inh = HP1-beta chromodomain-methylated histone interaction inhibition | Potency, µM (doses to about 114 µM), without a hit: top-dose activity change, negative = inhibition, usual class: inhibitors | P83916 | 0.56% of 390,000 active | AID 540317 | AlphaScreen HP1-beta / biotin-H3K9me3 peptide binding; also: nearly all actives have a fitted effect of over 70% in size; inactives centre near 23
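HP1-beta protein (50 nM final) preincubated 30 min at room temperature with biotinylated H3(1-18)K9me3 peptide (50 nM) in PBS pH 7.4, 0.01% Tween-20, then compound added for 30 min. AlphaScreen streptavidin donor/nickel chelate acceptor beads (10 ug/mL final), 30 min dark, luminescence read.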
BAZ2B block = blocks human BAZ2B | Q9UIF8 | AlphaScreen BAZ2B-H3K14Ac peptide displacement | Potency, µM (titrated, usually from 114 µM), for the others: at the top dose activity change, negative = inhibition, hits mostly inhibitors | 4.4% of 360,000 active | AID 504333; also: % is scaled to controls: 0 for no effect and ±100 for the full control effect; nearly all actives have a fitted effect of over 60% in size
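AlphaScreen displacement of biotin-H3(5-23)K14Ac peptide (50 nM final) from BAZ2B (50 nM final) in PBS pH 7.4, 0.01% Tween-20; complex preformed 30 min RT, then compounds (top 110 uM) 30 min RT, beads 20 min dark.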
POLI inh = blocks human DNA polymerase iota activity. Q9UNA4. Pol iota fluorescent replication assay, 10 min. Potency, µM (highest dose often 115 µM), for inactives: top-dose activity, negative = inhibition, usual class: inhibitors. 1% of 390,000 active
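Pol iota at 10 nM preincubated 15 min with compounds at room temperature; reaction started with fluorescent substrate, 50 nM final. Fluorescence read kinetically at 0 and 10 min; buffer-only wells as negative control.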
Pin1 inh = blocks the human prolyl isomerase Pin1 | Potency, µM (highest dose often 115 µM), for the others: at the highest dose activity, negative = inhibition, most hits filed as inhibitors | Pin1 FP peptide displacement, HiFluor488, 10 min | Q13526 | 0.009% of 390,000 active; active = well fitted inhibition curve with a large enough effect in the polarisation, with a control signal flat, not every such curve was filed as active; inconclusive = small, poorly fitted or top-dose-only effect, or effect the other way, or a change in a side signal; inactive = no such curve, though single readings can be large or run the other way; the % refers to the polarisation; also: % is scaled to controls: 0 for no effect and ±100 for the full control effect
G9a block = G9a (human) methyltransferase inhibition. Q96KQ7. G9a H3K9 monomethylation, AlphaScreen, 2 h. Potency, µM (doses to about 102 µM), inactives show at the top dose activity, negative = inhibition, hits mostly inhibitors. 8.8% of 350,000 active; also: % is scaled to controls: 0 for no effect and ±100 for the full control effect; nearly all actives have a fitted effect of over 75% in size
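Readings reflect AlphaScreen signal from monomethyl-H3K9 antibody detection. HMT at 20 nM; substrate b-H3K9 500 nM; cofactor SAM 20 uM; 2 h RT reaction; compounds tested as titrations in qHTS with 15 min preincubation.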
Active calls of the source: *; i = inactive; u = inconclusive; x = no result given; [ ] = dose if it differs, or a comment. Unless noted, calls follow the shape of the dose curve; as a rule, active = well fitted curve in the direction sought with a large enough effect; inconclusive = small, poorly fitted or top-dose-only effect, or another doubt; inactive = no such curve, though single readings can be large; an effect the other way counts as inactive or inconclusive. Potency is read from the fitted curve at half-maximal effect. An excerpt; the hit share may differ from the screen's.

SMILES | GLS inh | JMJD2A Tudor inh | PGK inhibitor | BLM inh | HP1b binding inh | BAZ2B block | POLI inh | Pin1 inh | G9a block
Cc1cccc(OCc2nnc(SCC(=O)N3CCc4ccccc43)n2C)c1 | -1.6% | -10.6% | -8.8% | -0.6% | 13.1% | -4.6% | -12.2%[58.9 µM] | 5.9% | -6.7%[59 µM]
CCC1CCCCN1CCCNC(=O)Cn1cnc2sc(C)c(S(=O)(=O)N3CC(C)CC(C)C3)c2c1=O (centres undefined) | -9.5% | -14.8% | 4.4% | 0.6% | 17.1%[57 µM] | -13.4% | 58.0%[activator] | 1.9% | 2.5%
CN1C[C@@H]2[C@@H]3C(=O)N(Cc4ccccc4)C(=O)[C@@H]3[C@](Cc3ccccc3)(C1=O)N2C(=O)c1ccc(Br)cc1 | -0.9% | -21.7% | -6.9% | x | 37.7% | x | 19.9% | 11.1% | x
NC(=O)c1ccsc1NC(=O)COC(=O)c1ccc(Cl)cc1 | -8.2% | -9.1% | -2.1% | x | 39.5%[activator] | 5.8% | -17.9% | 16.0% | 2.2%[2.33 µM]
CCn1nc(C)c(C2C(C#N)=C(N)OC3=C2C(=O)CCC3)c1C (centres undefined) | -2.2% | 2.4% | 6.6% | -2.0% | 50.0%[activator] | 12.4% | 109.4%[activator] | 0.3% | 19.4%[59 µM]
CC(C)c1ccc(CNC(=O)C2CCCN2S(=O)(=O)c2ccccc2)cc1 (centres undefined) | -3.4% | -10.1% | x | -6.8% | 47.0%[activator] | -1.8% | -25.4% | 0.0% | 9.5%
COCCCNC(=O)Cn1c(=O)n(Cc2ccc(C(=O)NCCc3ccc(OC)c(OC)c3)cc2)c(=O)c2ccccc21 | -1.9% | -9.5% | -2.3% | -0.2% | 17.3% | 2.3% | 36.4%[activator] | -3.3% | -35.5%
Cc1ccc(C(=O)Nc2ccc(O)cc2C(=O)O)cc1 | 26.1% | u | -4.4% | -4.1% | 23.4% | -9.9% | u | -2.8% | -9.7%[59 µM]
CN(C)c1ccc(/C=N/NC(=O)c2ccc(NC(=O)c3ccccc3)cc2)cc1 | 1.1% | -15.1% | -6.3% | -6.7% | 31.2% | -12.0% | 5.9% | 1.7% | -31.8%
O=C(COC(=O)CNC(=O)c1sc2ccccc2c1Cl)NC1CCS(=O)(=O)C1 (centres undefined) | -5.1% | -1.4% | -8.1% | x | 15.2% | 9.9% | 11.8% | -0.1% | -34.8%[2.33 µM]
Cc1cccc(Cn2c(C)c(CNC3CCCCC3)c(C(=O)O)c2C)c1 | 2.5% | -18.5% | -9.5% | 0.2% | 14.7% | -4.9% | -11.5% | -8.6% | -1.7%[59 µM]
CCOC(=O)c1cnc(-n2nc(C)cc2C)nc1Nc1cccc(C(C)=O)c1 | -0.7% | 4.0% | -0.1% | x | 32.4%[activator] | x | 11.8% | u | x
COc1ccccc1-n1cnc2cc(NS(=O)(=O)c3ccc(Br)cc3)ccc21 | -3.6% | -30.8% | -6.6% | -11.8% | 3.3% | -6.8% | 16.1% | 13.3% | -3.9%
CCOc1cccc(/C=C/c2ccc3cccc(O)c3n2)c1O | 30.7% | -25.4% | 1.1% | -9.3% | 21.6% | -24.6% | 63.9%[activator] | u | -14.4%
O=C1C2C3C=CC(C4CC34)C2C(=O)N1/N=C/c1c[nH]c2ccccc12 (centres undefined) | -2.3% | -9.8% | -10.9% | 3.6% | 37.8% | 21.0% | 28.7% | 0.8% | 50.1µM*
O=C(COc1ccc([N+](=O)[O-])cc1)NCc1ccccc1 | -2.8% | -17.6% | -2.9% | -2.0% | 17.6% | 7.4% | 8.2% | -1.7% | -9.7%[0.501 µM]
CC(C)c1ccc(NC(=O)C2CC3CCC2C3)cc1 (centres undefined) | -1.4% | 11.6% | 6.4% | -13.9% | 62.3%[activator] | 2.5% | 3.2% | -0.3% | x
Cc1ccc(C)c(S(=O)(=O)N2CCN(C(=O)CSC(=S)N3CCCC3)CC2)c1 | 2.3% | -12.1% | -4.2% | x | 29.9% | 4.5% | 12.6% | -9.7% | 50.1µM*
CCOC(=O)c1ccc(N2C(=O)c3n[nH]c(-c4ccco4)c3C2c2ccc(O)c(OC)c2)cc1 (centres undefined) | 8.0% | u | -4.2% | -4.3% | u | x | u | 18.9% | 22.4µM*
CC1CCCCC1NC(=O)CCCCCn1c(=S)[nH]c2ccsc2c1=O (centres undefined) | -11.7% | 3.1% | -7.3% | 1.4% | 34.4% | -1.1% | 16.0% | 2.8% | 28.2µM*
CC(C)CCOc1ccc(-c2c(=O)n(OCc3ccc([N+](=O)[O-])cc3)c3ccccc3[n+]2[O-])cc1 | 3.7% | -12.7% | 4.7% | -3.6% | 18.3% | -23.6% | 23.3% | -2.8% | -3.6%
CC1(c2ccccc2)NC(=O)N(CC(=O)Nc2ccc(C(N)=O)cc2)C1=O (centres undefined) | 3.8% | -15.2% | i | 0.6% | -4.6% | 4.1% | 40.2%[activator] | -4.5% | 24.5%
COCCNC(=O)NC12CC3CC(CC(C3)C1)C2 | 0.1% | -19.0% | x | -2.9% | 54.0%[activator] | -16.5% | -21.0% | 1.8% | -3.0%
Cc1onc(-c2ccccc2)c1C(=O)NCCc1ccncc1 | 9.0% | -8.3% | -6.7% | -2.6% | 21.9% | -14.4% | u | -11.6% | 20.6%
Cc1cccc(NC(=O)c2ccc(C(=O)c3ccccc3)cc2)n1 | -0.5% | 0.0% | -5.7% | x | 41.8%[activator] | 2.0% | 26.4% | 0.7% | 7.94µM*
Cc1ccc(/C=N/NC(=O)Cc2c[nH]c3ccccc23)c(C)c1 | 6.8% | u | i | -6.0% | -10.2% | u | 23.0% | 3.7% | 7.1%[59 µM]
C=CCN=C1S/C(=C\c2ccc(Cl)cc2)C(=O)N1CC=C | -9.6% | 142.8%[activator] | -8.4% | -6.3% | 255.0%[activator] | 107.7%[activator] | -18.6% | 2.9% | 332.3%[activator]
Cc1cccc2cc(CN(Cc3ccccc3)C(=O)N(C)C)c(=O)[nH]c12 | -0.9% | -17.1% | i | -0.3% | 26.6% | 2.9% | 7.8% | -7.9% | -0.5%[12.7 µM]
CCOC(=O)c1c(C)c(C(=O)NCCN2CCOCC2)c(C)n1C | 4.9% | -14.2% | -6.5% | 3.7% | 5.4% | 2.1% | 9.7% | -14.2% | -11.7%[59 µM]
C=CCC[C@@H](Cc1ccc(F)cc1)C(=O)OC[C@@H](Cc1c[nH]c2ccccc12)NC(=O)[C@H](CC=C)CC(=O)N(CCO)Cc1ccccc1 | -1.1% | u | 5.7% | x | 15.5% | x | 24.2% | -4.3% | x
CC(=O)Nc1ccc(C(=O)N/N=C/c2ccccc2OCc2ccccc2)cc1 | 1.6% | u | i | -7.1% | -24.3% | -16.0% | 86.7%[activator] | 12.1% | 4.4%
CC(C)CN(C(=O)CN1C(=O)NC2(CCc3ccccc32)C1=O)C1CCS(=O)(=O)C1 (centres undefined) | 0.8% | 4.7% | i | x | 31.6% | 11.9% | 11.1% | 1.5% | -9.2%[12.7 µM]
Clc1ccc(NC2=NCCCCC2)cc1 | -1.4% | -12.5% | -15.2% | 4.0% | 45.8%[activator] | -7.2% | 4.1% | 0.4% | 6.5%[0.501 µM]
CNC(=O)c1cc(C(=O)c2ccc(F)cc2Cl)c[nH]1 | 0.8% | -4.0% | x | -2.8% | 26.6% | u | -14.5% | -2.3% | 19.8%
NC(=O)c1ccc(NC(=O)COC(=O)c2ccccc2Nc2ccccc2)cc1 | -1.1% | 2.1% | -1.7% | -0.7% | 37.3% | -17.7% | 32.7% | -2.4% | -20.9%
CC(=O)Nc1ccc(NC(=S)NC(=O)c2ccc(-c3ccccc3)cc2)cc1 | 6.3% | -15.1% | -6.4% | x | 10.8% | x | 42.7% | -3.0% | x

Compound profiles, from the list above.
Cc1ccc(/C=N/NC(=O)Cc2c[nH]c3ccccc23)c(C)c1 as listed: GLS inh = 6.8%; JMJD2A Tudor inh = u; PGK inhibitor = i; BLM inh = -6.0%; HP1b binding inh = -10.2%; BAZ2B block = u; POLI inh = 23.0%; Pin1 inh = 3.7%; G9a block = 7.1%[59 µM]
Cc1cccc2cc(CN(Cc3ccccc3)C(=O)N(C)C)c(=O)[nH]c12 as listed: GLS inh = -0.9%; JMJD2A Tudor inh = -17.1%; PGK inhibitor = i; BLM inh = -0.3%; HP1b binding inh = 26.6%; BAZ2B block = 2.9%; POLI inh = 7.8%; Pin1 inh = -7.9%; G9a block = -0.5%[12.7 µM]

Following part.
SMILES | GLS inh | JMJD2A Tudor inh | PGK inhibitor | BLM inh | HP1b binding inh | BAZ2B block | POLI inh | Pin1 inh | G9a block
Cc1cccc(C(=O)N(C)c2nnc(-c3ccncc3)s2)c1 | -2.9% | -11.9% | -1.5% | x | 69.1%[activator] | x | -7.9% | -2.8% | x
CN(C)c1ccc(C(CNS(=O)(=O)c2ccc(F)cc2)N2CCOCC2)cc1 (centres undefined) | 27.8% | -30.8% | 10.4% | -0.5% | 10.3% | -32.2% | -6.3% | -0.3% | -17.7%[59 µM]
CC(C)(C)c1ccc(S(=O)(=O)NNC(=O)c2cc3ccccc3[nH]2)cc1 | u | u | -8.9% | -11.5% | 4.8% | -15.4% | 141.5%[activator] | 2.8% | u
CCOC12CC(C)(C)CC(C)(CC3=C1C(=O)CC(C)(C)C3)C2 (centres undefined) | 9.9% | -8.5% | -6.5% | -2.4% | 26.2% | 0.9% | 11.6% | -0.5% | 1.8%[59 µM]
Cc1ccc(-c2c(C(=O)O)c3ccccc3[nH]c2=O)cc1 | 0.2% | -21.5% | x | -0.8% | 45.2%[activator] | -5.1% | -6.0% | 1.2% | 2.9%[0.501 µM]
Cc1nn(-c2ccccc2)c(C)c1NC(=O)COC(=O)c1ccccc1OC(F)F | 6.8% | -10.3% | 7.9% | -1.3% | 34.0% | -13.9% | -8.0% | -4.6% | -17.0%
Cc1oc2ccccc2c1-c1cn2c(n1)SCC2 | 18.1% | -16.0% | 5.5% | -8.4% | 20.5% | -32.7% | -2.6% | 18.6% | 15.8%[59 µM]
COc1cc(C(=O)NNC(=O)c2ccc3c(c2)OCCO3)cc(OC)c1OC | -0.5% | -11.6% | -1.6% | x | 38.4% | x | 112.2%[activator] | -0.6% | x
